Screens as filed in PubChem.
KCC2 mod – KCC2 (human) Cl- transport modulation. Q9H2X9. KCC2 cells, thallium flux FluoZin-2 fluorescence. B-score of Tl+ flux slope (higher = more flux/activation; lower = inhibition) at 10 µM. 190,000 compounds, 2.2% hits. AID 1456;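 active = thallium flux slope and its plate-corrected score both differing from the plate sample mean at a set confidence after two filtering rounds, in either direction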;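 also: slope of fluorescence scaled to starting intensity during 10 to 20 s after thallium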
m-calpain inh – calpain II (pig) inhibition. purified calpain II, fluorogenic peptide substrate, 30 min. inhibition, % at 16 µM. 220,000 compounds, 0.37% hits;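 active = inhibition above about 50%, limit read from the data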
FXIIa inh 1536 – factor XIIa (human) inhibition; P00748; purified FXIIa, Boc-QGR-AMC fluorogenic substrate, 2 h; inhibition, % at 5 µM; 220,000 compounds, 0.3% hits; AID 800; in the data active = inhibition above about 40%;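 also: 0% = enzyme with no compound and 100% = blank without enzyme; many of its hits are not listed in these tables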
Target sequence (P00748 20-372 limits assumed): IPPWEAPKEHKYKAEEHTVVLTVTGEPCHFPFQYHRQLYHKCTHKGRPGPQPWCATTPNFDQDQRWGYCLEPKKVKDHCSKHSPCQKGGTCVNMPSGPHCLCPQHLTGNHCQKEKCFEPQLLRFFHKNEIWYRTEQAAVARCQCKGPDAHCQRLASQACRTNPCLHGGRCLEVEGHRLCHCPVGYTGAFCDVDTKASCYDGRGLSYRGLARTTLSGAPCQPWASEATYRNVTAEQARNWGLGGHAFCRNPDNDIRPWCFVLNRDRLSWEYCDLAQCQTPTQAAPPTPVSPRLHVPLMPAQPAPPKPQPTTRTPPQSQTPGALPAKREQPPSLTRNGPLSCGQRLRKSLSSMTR
Target sequence (P00748 373-615 limits assumed): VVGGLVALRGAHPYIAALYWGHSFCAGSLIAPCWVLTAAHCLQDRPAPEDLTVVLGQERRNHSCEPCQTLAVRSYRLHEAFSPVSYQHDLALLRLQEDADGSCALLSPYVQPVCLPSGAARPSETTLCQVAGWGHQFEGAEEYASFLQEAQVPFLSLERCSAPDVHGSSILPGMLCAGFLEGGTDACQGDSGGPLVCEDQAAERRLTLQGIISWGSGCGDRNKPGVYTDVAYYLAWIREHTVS
Furin inhibitor – blocks human furin protease activity; P09958; purified furin, fluorogenic substrate cleavage; inhibition, % at 30 µM; 220,000 compounds, 0.061% hits; AID 463115; in the data active = inhibition above about 25%; also: inactives centre near -15
PERK inh – human PERK inhibition, primary cell-based screen; 220,000 compounds, 0.17% hits; inhibition, % at 5.6 µM; Q9NZJ5; CHO PERK-DD fusion, SEAP luminescence translation reporter;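 active = inhibition above the mean inhibition of all tested compounds plus 3 SD, set separately per screening campaign, cut at about 2.9% in these data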;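 also: PERK kinase domain activated by AP20187 dimerizer at 100 nM; 0% = DMSO with dimerizer and 100% = rapamycin at 8.4 µM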
hK5 inh – blocks human kallikrein 5 protease activity | Q9Y337 | recombinant hK5, fluorogenic AMC substrate cleavage | inhibition, % at 5 µM | 210,000 compounds, 0.59% hits | AID 873;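 active = inhibition of 40% or more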;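 also: 0% = enzyme controls without compound and 100% = no-enzyme blanks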
Thrombin inh – thrombin (human) inhibition; P00734; alpha-thrombin, Boc-VPR-AMC fluorogenic substrate cleavage; inhibition, % at 5 µM; 220,000 compounds, 0.26% hits;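 active = inhibition at or above 40%; inactive = inhibition below 40%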;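 also: 0% = enzyme with no compound and 100% = wells without enzyme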
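Assay system: human alpha-thrombin enzyme. Reagent: Boc-VPR-AMC substrate, 15 µM final. Compound dosing: one concentration per compound, 5 µM, with 0.2% DMSO. Incubation: room-temperature reaction. Technique: AMC fluorescence, 355/460 nm. Measure: % inhibition relative to enzyme controls and enzyme-free blanks.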
Rad51 HR inh – blocks human Rad51 in homologous recombination; Q06609; hRad51 DNA strand exchange, fluorescence dequenching; inhibition, % at 10 µM; 200,000 compounds, 0.085% hits; AID 1385;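 active = inhibition above 40% at the single screening dose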;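 also: 0% = DMSO control wells and 100% = blanks with heterologous ssDNA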
Target sequence (Q06609 whole entry, looked up): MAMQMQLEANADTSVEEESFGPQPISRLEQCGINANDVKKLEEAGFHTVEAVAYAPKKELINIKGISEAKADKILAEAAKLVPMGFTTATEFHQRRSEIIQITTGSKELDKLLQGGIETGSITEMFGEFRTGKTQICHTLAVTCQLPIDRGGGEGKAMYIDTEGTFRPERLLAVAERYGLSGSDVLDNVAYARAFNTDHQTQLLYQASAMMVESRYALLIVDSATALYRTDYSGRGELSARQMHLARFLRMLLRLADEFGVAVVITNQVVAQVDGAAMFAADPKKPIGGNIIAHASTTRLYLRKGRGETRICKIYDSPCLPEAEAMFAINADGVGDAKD
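Test system: preformed human Rad51 ssDNA filaments; also added: Donor/quencher-labelled 47-bp dsDNA substrate; doses: 10 µM final, single point; times: 37 °C 15-min filament assembly, 30-min compound preincubation, 15-min exchange; detection: FRET fluorescence dequenching, excitation 485 nm, emission 520 nm; read-out basis: Fluorescence-based percent inhibition, control- and blank-normalised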
FXIa inh – blocks human coagulation factor XIa protease activity; purified FXIa, Boc-Glu-Ala-Arg-AMC fluorogenic substrate; 220,000 compounds, 0.14% hits; P03951; AID 798; inhibition, % at 5 µM;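 active = inhibition of at least 40%; inactive = inhibition below 40%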;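 also: fluorescence of freed AMC excited at 355 nm; 0% = enzyme without compound and 100% = no enzyme blank; many of its hits are not listed in these tables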
Active calls of the source: *; / = no result given; [ ] = remark or other dose. Some of the compounds tested; the hit share may differ from the screen's.

SMILES	KCC2 mod	m-calpain inh	FXIIa inh 1536	Furin inhibitor	PERK inh	hK5 inh	Thrombin inh	Rad51 HR inh	FXIa inh
N#Cc1sc2nc3c(c(-c4cccnc4)c2c1N)CCC3	-0.082	-4	-7	3[20 µM]	-1.2	-1	-8	-3	-5
Cc1ccc(-c2c[nH]c(=S)n2-c2ccccc2F)cc1	3	-5	-8	-15	1.0	-10	-13	-1	-4
COc1ccc(S(=O)(=O)N(CC(=O)N/N=C/c2cccs2)c2ccc(C)cc2)cc1OC	0.43	-28	10	-15[20 µM]	-2.3	0	-1	-8	4
Cc1cc(C)c2nc(NNC(=O)c3cc(=O)c4ccccc4o3)sc2c1	-2.7	-31	11	-29	1.3	-9	2	/	6
OCC1CCCCN1CCNCc1cn[nH]c1-c1cccc2ccccc12 (stereo not drawn)	0.9	-20	4	-18	0.2	0	-7	/	17
Cc1ccc(C(=O)C(C)Oc2cccc(NC(=O)c3ccco3)c2)cc1 (stereo not drawn)	-1.5	-3	6	10[20 µM]	-0.2	-9	-1	-4	3
O=c1c2c(ncn2C2CCCC2)n(Cc2ccccc2)c(=O)n1CCOc1ccc(Br)cc1	0.12	25	1	-12	-0.3	-3	-3	-2	6
Cc1ccccc1NC(=O)c1cccc(N2C(=O)C3C4CCC(C4)C3C2=O)c1 (stereo not drawn)	-0.19	19	21	-4[20 µM]	-0.7	43*	21	-3	15
CN(Cc1ccco1)S(=O)(=O)c1ccc2c(c1)CCN2C(=O)CCC(=O)O	0.0063	5	4	-28	0.5	-11	-2	/	-3
O=S(=O)(Cc1ccccc1)c1ccccc1-c1nnc(-c2ccccc2)o1	/	21	2	-26[20 µM]	-0.9	25	4	/	-3

Random excerpt: two entries already listed
SMILES	KCC2 mod	m-calpain inh	FXIIa inh 1536	Furin inhibitor	PERK inh	hK5 inh	Thrombin inh	Rad51 HR inh	FXIa inh
Cc1ccccc1NC(=O)c1cccc(N2C(=O)C3C4CCC(C4)C3C2=O)c1 (stereo not drawn)	-0.19	19	21	-4[20 µM]	-0.7	43*	21	-3	15
OCC1CCCCN1CCNCc1cn[nH]c1-c1cccc2ccccc12 (stereo not drawn)	0.9	-20	4	-18	0.2	0	-7	/	17

Additional structures:
SMILES	KCC2 mod	m-calpain inh	FXIIa inh 1536	Furin inhibitor	PERK inh	hK5 inh	Thrombin inh	Rad51 HR inh	FXIa inh
O=C(Nc1cc([N+](=O)[O-])ccc1Cl)C1CC1	0.44	9	11	-20	0.9	-5	-1	28	13
CC1=CC2=NC(=O)/C(=C\c3cn(C)c4ccccc34)C(=N)N2O1	0.036	-143	6	-11	2.3	/	-2	-21	-1
COc1nc(-c2cccs2)cc(-c2ccc(C)cc2)c1C#N	-0.017	-247	6	-9[20 µM]	-0.3	-78	-3	0	1
COc1ccc(NC(=O)CSC2=NC(=O)CC(C)=N2)cc1	1.2	-25	12	-17	0.1	-17	-1	-1	3
O=C(Cc1ccccc1)NC(NC(=O)Cc1ccccc1)c1cccc([N+](=O)[O-])c1	/	5	3	-10	-0.6	/	-7	/	-2
Cc1cccc(N2CC(C(=O)Nc3nnc(SCC(=O)Nc4nccs4)s3)CC2=O)c1 (stereo not drawn)	0.8	-48	2	-8	-0.4	-24	-5	-5	-5
CCCN(C(=O)COc1ccc(Cl)cc1Cl)c1c(N)n(Cc2ccccc2)c(=O)[nH]c1=O	0.099	-89	11	-27	1.0	6	-2	/	-4
Cc1noc(C)c1CS(=O)(=O)c1ccc(Br)cc1	-0.043	13	6	-15	0.9	-19	-7	/	-4
COc1ccc(N(CC(=O)NCCC2=CCCCC2)S(=O)(=O)c2ccccc2)c(OC)c1	-1.2	11	2	-8	-1.1	-4	/	9	-1
O=C(NCc1cccnc1)C(=O)C1C(=O)Nc2ccccc21 (stereo not drawn)	0.15	21	2	-10	-1.7	41*	-3	7	-2
O=C(O)Cc1coc(-c2ccc(F)cc2)n1	0.92	13	11	-4	0.2	3	2	-9	-1
Cn1c(SCC(=O)NC2CCCCC2)nnc1-c1cccc(N)c1	0.36	23	8	-10[20 µM]	0.4	-5	-6	1	2
Cc1cccc(NC(=O)CCS(=O)(=O)c2cccc3nsnc23)c1C	0.67	8	20	-23[20 µM]	0.1	-11	4	0	6
CCCS(=O)(=O)c1c(S(=O)(=O)CCC)c2ccc(C(C)=O)cn2c1C(=O)OC	0.26	-200	6	-15	-0.6	-3	4	23	-2
O=C(Nn1cnc2ccccc2c1=O)C1CCCCC1	-0.9	3	-1	-23	1.2	-2	-6	4	-12
COc1ccc(-c2nc(NC(=O)c3ccccc3)sc2-c2ccc([N+](=O)[O-])cc2)cc1	-0.086	-84	22	-21[20 µM]	0.1	6	1	/	-20
O=C(NCCCO)C(=O)NCc1ccccn1	1	-18	10	-27	0.1	0	-6	/	-2
COc1ccc(CCNC(=O)CN(c2cccc([N+](=O)[O-])c2)S(C)(=O)=O)cc1	-0.37	-11	1	-13	0.1	-4	/	3	-3
O=C(CN1CCN(C(c2ccccc2)c2ccccc2)CC1)N1CCN(c2ccccc2)CC1	0.092	0	7	-9	-0.8	3	2	15	4
CNNC(=O)C(=O)NNS(=O)(=O)c1ccccc1	0.84	-22	-1	-16	1.9	-2	-17	8	-5
CCC1CCC2(CC1)SCC(=O)N2c1ccccc1 (stereo not drawn)	1.2	20	30	-7	-0.5	63*	13	2	59*
CC(NC(=O)c1ccc(Cl)cc1)C(=O)NC1=NCCS1 (stereo not drawn)	0.4	3	11	-14	0.8	-13	5	2	-1
C/C(=N/NC(=O)CNC(=O)c1ccc2c(c1)OCO2)c1ccc2c(c1)CCCC2	-0.02	-49	7	-33	1.4	7	-9	-21	-1
CCC1CCC(C(=O)NC(CCSC)C(=O)NCCN(CC(C)C)CC(C)C)CC1 (stereo not drawn)	-1.3	2	13	-19	1.4	-2	-8	-51	2
CCOC(=O)c1sc(N)c(C#N)c1COC(=O)CNC(=O)c1cc(OC)c(OC)c(OC)c1	0.14	8	2	-16[20 µM]	0.5	3	-1	4	-2
COC(=O)CN1C(=O)C(O)(CC(=O)c2ccc(C)cc2)c2cc(Br)ccc21 (stereo not drawn)	0.083	13	8	-30	0.7	-3	1	-1	6
COc1ccc(OCC(=O)O/N=C(\N)Cc2cccs2)cc1	-0.18	2	13	-5	-0.3	-21	1	5	9
O=S(=O)(NN=C1CCCCCCC1)c1ccc(Br)cc1	0.25	-18	14	-9[20 µM]	1.0	7	1	11	4
CC(=O)Oc1ccc(N(C(C)=O)S(=O)(=O)c2cccs2)cc1	/	22	21	-21[20 µM]	0.6	-7	4	-3	2
CN(C)c1cccc(-c2nnc(SCCCC#N)o2)c1	0.072	-15	7	-12	-0.5	-23	-5	0	5
CCCCCn1c(N)c(-c2nc3ccccc3o2)c2c([N+](=O)[O-])nn(CC)c(=O)c21	-0.51	-11	19	4	0.1	38	7	-7	17
Cn1c(SCc2cccc(F)c2)nnc1-c1ccccn1	0.21	9	10	0	0.1	-9	1	3	-3
Cc1ccc(Nc2nc(COC(=O)C3CC3)cs2)cc1	-0.87	-11	0	-20	0.8	-18	2	-25	-3
FC(F)(F)c1nnc(-c2ccccc2)nc1Oc1ccc(Cl)cc1Cl	/	9	22	-9[20 µM]	0.9	-6	3	/	8
O=C(/C=C/c1ccco1)NCC1COc2ccccc2O1 (stereo not drawn)	-0.0077	3	3	-8	0.0	-1	-2	-34	0
CSc1ccc(C(=O)C2CCCN(Cc3ccc(N4CCNC4=O)cc3)C2)cc1 (stereo not drawn)	-0.71	4	6	-17	1.3	12	0	/	0
O=C(NC(N1CCOCC1)C(Cl)(Cl)Cl)c1ccco1 (stereo not drawn)	7.2e-05	-26	7	-28	1.0	2	-1	4	-2
O=C(NCCCn1ccnc1)c1noc2c1CCc1ccccc1-2	-1.2	-6	2	-33	-0.2	-2	-5	-6	2
CCCCC(O)(CCCC)C(=O)NNc1ccccc1	1.1	15	-3	-10	-0.4	-8	-3	/	-6
CC(/C=C/c1ccccc1)=N/NC(=O)C(O)c1ccccc1 (stereo not drawn)	-1.1	10	-1	-14	0.9	6	-9	-7	-5
COc1ccc(/C=N/NC(=O)c2sccc2OCc2ccc(F)cc2)cc1OC	/	-13	29	-15	0.1	-23	3	-2	28
O=C(N/N=C/c1ccc(Cl)cc1)c1n[nH]c2c1CCCC2	0.38	-23	13	-21	0.3	2	-1	9	1
COC(=O)c1[nH]c2cccc(OC)c2c1NC(=O)CN1CCC(C(N)=O)(N2CCCCC2)CC1	-0.069	-134	18	-26	1.0	-16	2	-10	20
CCOc1ccccc1-c1cc(-c2n[nH]c(=S)n2CC)c2ccccc2n1	1.6	-21	-1	-12	-1.3	-9	-2	13	-6
COc1ccc(C=C2c3ccccc3C(=O)c3ccccc32)c(OC)c1	-1.1	1	12	-14	-1.6	4	-2	-6	2

An excerpt from above in order of heavy-atom count, rising.
SMILES	KCC2 mod	m-calpain inh	FXIIa inh 1536	Furin inhibitor	PERK inh	hK5 inh	Thrombin inh	Rad51 HR inh	FXIa inh
O=C(NC(N1CCOCC1)C(Cl)(Cl)Cl)c1ccco1 (stereo not drawn)	7.2e-05	-26	7	-28	1.0	2	-1	4	-2
CN(C)c1cccc(-c2nnc(SCCCC#N)o2)c1	0.072	-15	7	-12	-0.5	-23	-5	0	5
O=C(N/N=C/c1ccc(Cl)cc1)c1n[nH]c2c1CCCC2	0.38	-23	13	-21	0.3	2	-1	9	1
CC(/C=C/c1ccccc1)=N/NC(=O)C(O)c1ccccc1 (stereo not drawn)	-1.1	10	-1	-14	0.9	6	-9	-7	-5
O=C(NCCCn1ccnc1)c1noc2c1CCc1ccccc1-2	-1.2	-6	2	-33	-0.2	-2	-5	-6	2
FC(F)(F)c1nnc(-c2ccccc2)nc1Oc1ccc(Cl)cc1Cl	/	9	22	-9[20 µM]	0.9	-6	3	/	8
COc1ccc(C=C2c3ccccc3C(=O)c3ccccc32)c(OC)c1	-1.1	1	12	-14	-1.6	4	-2	-6	2
CCOc1ccccc1-c1cc(-c2n[nH]c(=S)n2CC)c2ccccc2n1	1.6	-21	-1	-12	-1.3	-9	-2	13	-6
CSc1ccc(C(=O)C2CCCN(Cc3ccc(N4CCNC4=O)cc3)C2)cc1 (stereo not drawn)	-0.71	4	6	-17	1.3	12	0	/	0
CCCCCn1c(N)c(-c2nc3ccccc3o2)c2c([N+](=O)[O-])nn(CC)c(=O)c21	-0.51	-11	19	4	0.1	38	7	-7	17
COC(=O)c1[nH]c2cccc(OC)c2c1NC(=O)CN1CCC(C(N)=O)(N2CCCCC2)CC1	-0.069	-134	18	-26	1.0	-16	2	-10	20
